OX1R antag-1: blocks the human orexin 1 receptor; O43613; CHO/OX1R cells, Fluo-8 calcium fluorescence, orexin A; inhibition, % at 5 µM; hit rate 0.43% among 330,000; AID 434989;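 active = inhibition above its plate's threshold, mean inhibition of all tested compounds on the plate plus 3 SD, cut at about 37% in these data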;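 note: 0% = orexin A challenge wells and 100% = SB-334867-A antagonist wells; not every result past the cut was called active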
Target sequence (O43613 whole entry, looked up): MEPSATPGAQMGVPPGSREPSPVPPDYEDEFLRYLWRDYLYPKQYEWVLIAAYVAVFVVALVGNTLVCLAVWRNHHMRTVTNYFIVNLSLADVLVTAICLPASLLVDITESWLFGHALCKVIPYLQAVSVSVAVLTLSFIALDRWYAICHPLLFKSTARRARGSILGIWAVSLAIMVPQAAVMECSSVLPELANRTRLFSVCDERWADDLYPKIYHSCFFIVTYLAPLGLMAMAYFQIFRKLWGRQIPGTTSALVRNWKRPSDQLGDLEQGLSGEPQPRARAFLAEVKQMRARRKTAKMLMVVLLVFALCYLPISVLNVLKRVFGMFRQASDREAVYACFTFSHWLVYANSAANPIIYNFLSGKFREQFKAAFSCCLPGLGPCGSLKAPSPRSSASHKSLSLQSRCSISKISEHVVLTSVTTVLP
OX1R antag-2: antagonists of human orexin 1 receptor (OX1R) | inhibition, % at 6.6 µM | O43613 | hit rate 1.8% among 330,000 | OX1R-expressing cells, FRET antagonist read-out | AID 485270; in the data active = inhibition mostly above about 38%, no sharp cut-off; inactive = mostly below about 40%;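 note: 0% = agonist challenge alone and 100% = reference antagonist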
An asterisk follows results filed as active.

SMILES	OX1R antag-1	OX1R antag-2
Cc1ccc(OCCn2ccc(=O)[nH]c2=O)cc1C	7	1
CCCCN1C(=O)CC(Sc2ccccc2C(=O)O)C1=O (stereo unspecified)	3	6
CCCCNC(=O)C1c2ccccc2Oc2ccccc21	-24	13
COc1cccc(C(=O)CSc2nc3cccnc3n2C)c1	-12	47
Clc1ccc(C2=NNC(=NCc3ccc4c(c3)OCO4)SC2)cc1	-12	12
CCOc1ccccc1NC(=O)C(c1ccccc1)N1CCN(CC(=O)N2CCCC2)CC1 (stereo unspecified)	-35	2
O=C(CSc1nc2c(cnn2-c2cccc(Cl)c2)c(=O)[nH]1)NCCC1=CCCCC1	-18	-2
CCC1CCCCN1C(=O)Cn1c(=O)n(CCCC(=O)NCc2ccco2)c(=O)c2sccc21 (stereo unspecified)	-27	11
C/C(=N\Nc1cc(C)nc(-c2ccccc2O)n1)c1ccccc1	-63	10
C=CCC1(CC=C)CCCN1C(=O)C1CCC(=O)N(CCc2ccccc2)C1 (stereo unspecified)	-19	31
CC(C)C(c1nnnn1C1CCCCC1)N1CCc2ccccc2C1 (stereo unspecified)	-15	32
Cc1cccc(NC(=S)NNC(=O)c2sccc2C)c1	2	19
CCOc1cc2c(cc1/C=C/c1noc(C)c1[N+](=O)[O-])OC(C)C2 (stereo unspecified)	26	21
CCOc1ccc(Nc2ccnc3cc(Cl)ccc23)cc1	2	24
CN(Cc1ccno1)Cc1cn(C)nc1-c1ccc(Oc2ccccc2)cc1	-23	26
C=CCN1C(=O)c2ccc(C(=O)OCC(=O)Nc3ccc(S(N)(=O)=O)cc3)cc2C1=O	4	19
COC(=O)c1ccc(NC(=O)CSc2nnc(COc3ccc4c(c3)CCCC4)o2)cc1	-6	32
CCCCSCc1ccc(C(=O)O)o1	-11	-3
CCN(C(=O)CSc1nc2n[nH]c(C)c2c(=N)n1-c1ccc(Cl)c(C)c1)c1cccc(C)c1	-24	7
COc1ccc2[nH]c(C)c(CCN(Cc3cccs3)C(=S)Nc3cccc(F)c3)c2c1	-4	20
Cc1ccnc(NS(=O)(=O)c2ccc(N3C(=O)c4ccccc4C3=O)cc2)n1	8	20
CC1CCN(C(=S)Nc2ccc(SC(F)F)cc2)CC1	-6	2
N#CC1=C(S)N(c2ccccc2)C(c2ccc(-c3ccc(Cl)c(Cl)c3)o2)NC1=O (stereo unspecified)	-14	22
COC(=O)Cc1c(O)ccn(Cc2ccc3c(c2)OCO3)c1=O	15	17

Some of these compounds in order of their number in OX1R antag-2, lowest first:
Compound	OX1R antag-1	OX1R antag-2
CCN(C(=O)CSc1nc2n[nH]c(C)c2c(=N)n1-c1ccc(Cl)c(C)c1)c1cccc(C)c1	-24	7
Cc1ccnc(NS(=O)(=O)c2ccc(N3C(=O)c4ccccc4C3=O)cc2)n1	8	20
N#CC1=C(S)N(c2ccccc2)C(c2ccc(-c3ccc(Cl)c(Cl)c3)o2)NC1=O (stereo unspecified)	-14	22

Compound profiles (already shown):
N#CC1=C(S)N(c2ccccc2)C(c2ccc(-c3ccc(Cl)c(Cl)c3)o2)NC1=O (stereo unspecified) across the screens: OX1R antag-1: -14; OX1R antag-2: 22
Cc1ccnc(NS(=O)(=O)c2ccc(N3C(=O)c4ccccc4C3=O)cc2)n1 across the screens: OX1R antag-1: 8; OX1R antag-2: 20

(further entries)
SMILES	OX1R antag-1	OX1R antag-2
O=C(c1cccs1)N1CCC(N2CCN(c3ccccc3)CC2)CC1	-3	11
O=C(N/N=C/c1ccc(Br)s1)c1c[nH]c2ccccc12	-4	44
Clc1ccc(Cl)c(OCCN2CCCC2)c1	-9	9
Cc1ccc(CNC(=O)c2ccc(NC(=O)CCS(=O)(=O)c3cccs3)cc2)cc1	-22	18
O=C(c1ccc2ccccc2n1)N1CCN(c2ccccc2)CC1	-10	9
O=C(Cc1ccccc1)Nc1ccc(NC(=O)c2ccccc2)nc1	-14	22
CCOC(=O)c1ccccc1NC(=O)COC(=O)CSCC(=O)Nc1cc(C)on1	-31	9
Cc1noc(C)c1NC(=O)Nc1cccc2c1O[C@H](CN(C)S(=O)(=O)c1ccccc1)[C@@H](C)CN([C@H](C)CO)C2=O	-13	0
COCCCNC(=O)CCc1ccc(S(=O)(=O)Nc2ccc(C)cc2)cc1	-23	2
Cc1ccc(-n2nnnc2SCC(=O)N2Cc3ccccc3CC2C(=O)O)cc1 (stereo unspecified)	0	11
O=C(COc1ccc(Cl)cc1)c1ccc(O)cc1O	-8	19
CCC(Sc1nc(C)cc(C)n1)C(=O)Nc1ccc(S(N)(=O)=O)cc1 (stereo unspecified)	-1	14
COc1ccc(NC(=O)Nc2nnc(Cc3ccc(OC)c(OC)c3)s2)cc1	-38	7
COc1cc(/C=C/C(=O)OCC(=O)Nc2ccc(NC(C)=O)cc2)cc(S(=O)(=O)N2CCc3ccccc32)c1OC	-8	19
O=C(CNC(=O)c1ccc(Br)cc1)N/N=C/c1ccc[nH]1	-16	12
COc1ccc(S(=O)(=O)NNC(=O)C2COc3ccccc3O2)cc1[N+](=O)[O-] (stereo unspecified)	-14	20
CS(=O)(=O)c1nc([N+](=O)[O-])nn1CCCc1ccccc1	-11	28
CCN(CC)Cc1c[nH]c2c(C(=O)OC)cccc12	-14	10
CCOC(=O)CN1C(=O)S/C(=C/c2ccc(O)c([N+](=O)[O-])c2)C1=O	-6	56*
CC(=O)Nc1ccc(S(=O)(=O)Nc2c(NC3CCCCC3)c3ccccc3oc2=O)cc1	26	15
Cc1ccc(NC(=O)OCc2ccccc2S(C)=O)cc1 (stereo unspecified)	-24	16
O=C(c1cc(-c2ccc(Cl)cc2)on1)N1CCc2ccccc2C1	-8	38
Cc1ccc(NC(=S)N2CCC(c3ccccc3)C2)c(Cl)c1 (stereo unspecified)	-29	4
O=C(Nc1ccc(N2CCCC2)cc1)c1cc(Br)ccc1Cl	-21	9
Nc1nc(SCC(=O)Nc2ccccc2-c2ccccc2)n[nH]1	-17	10
CC(C)CN(C(=O)COC(=O)c1ccc(Cl)c(N)c1)c1c(N)n(Cc2ccccc2)c(=O)[nH]c1=O	-11	18
CCSC1=NCCN1C(=O)c1ccc(S(=O)(=O)N(C)C)cc1	-8	11
CC1(C)c2[nH]c3ccccc3c2C[C@H]2C(=O)N(Cc3ccc(F)cc3)C(=O)N21	-16	19
CCCOc1ccc(N2C(=O)CC(NCc3ccncc3)C2=O)cc1 (stereo unspecified)	-12	3
CCCC(=O)c1cc(F)c(N2CCOCC2)cc1C	-8	2
CC(C)(C)c1ccc(OCC(=O)NCCN2CCCC2)cc1	-12	25
O=C(c1ccccc1-c1ncc[nH]1)N1CCCC(Nc2ccc(F)cc2)C1 (stereo unspecified)	-6	25
O=C(C[C@H]1C[C@H](C(=O)N2CCCCC2)[C@@]2(CCc3ccccc3)c3[nH]c4ccc(Cl)cc4c3CCN2C1=O)NCCN1CCOCC1	-21	5
CC(C)(C)C(=O)Nc1sc(-c2ccccc2)cc1C(=O)O	2	14
CCOc1ccc(S(=O)(=O)N2CCCCC2)cc1NC(=O)Cc1cccs1	-41	14
Cc1cccc(C2CC(c3ccc(Cl)cc3)Nc3nc(N)nn32)c1 (stereo unspecified)	10	7
CCc1ccc(NC(=O)CCn2c(=O)oc3ccccc32)cc1	-17	11
CCOc1ccccc1NCc1nnc(-c2ccccc2)o1	-7	2
Cc1ccc(-c2nnn(CC(=O)N(c3ccccc3)C(C(=O)NCC3CCCO3)c3ccc(F)cc3)n2)o1 (stereo unspecified)	-41	4
Cn1nc(C(=O)NCc2ccccc2)cc1C(=O)NCc1ccccc1	-14	-1
COc1cccc(-n2c(SCC(=O)NC(C)(C)C)nnc2-c2ccoc2C)c1	-35	30
C=CCCN([C@H](CO)Cc1ccccc1)S(=O)(=O)c1ccccc1Br	23	46*
Cc1ccc(-c2nc3ccccc3s2)cc1NC(=S)NC(=O)/C=C/c1ccco1	-15	8
Cc1ccc(NC(=S)N2CCn3cccc3C2c2cccnc2)cc1 (stereo unspecified)	-23	27
CCOC(=O)c1[nH]c2ccccc2c1NC(=S)Nc1ccccc1C	-16	12
CCC(NC(=O)CCc1ccccc1)c1ccccc1 (stereo unspecified)	-11	20
COc1cccc(C(=O)Nc2ccccc2C(=O)NCC2CCCO2)c1 (stereo unspecified)	-19	8
O=C(Nc1cc(S(=O)(=O)N2CCOCC2)ccc1N1CCOCC1)c1cccc(S(=O)(=O)N2CCCCC2)c1	-24	5
C[C@H](CO)N1C[C@H](C)[C@@H](CN(C)Cc2ccc(Oc3ccccc3)cc2)Oc2ccc(NC(=O)Cn3cnnn3)cc2C1=O	-2	7
CCOC(=O)COc1cc2c(C(=O)OCC)c(C)oc2cc1Br	-29	1
CC1CCCC(C)N1C(=O)COC(=O)CSc1ccc(C(N)=O)cc1[N+](=O)[O-] (stereo unspecified)	-19	30
O=C(NCc1ccco1)C(=O)NCC1OCCN1S(=O)(=O)c1ccc(Br)cc1 (stereo unspecified)	-14	21
CCOC(=O)N1CCN(CC(=O)Nc2ccc(F)c(F)c2)CC1	-11	6
O=C(NCC1CCCO1)c1cc2ccccc2[nH]1 (stereo unspecified)	-20	10
COc1ccc(Br)cc1S(=O)(=O)Nc1ccc(Cl)cn1	-3	15
CCC(CC)C1C(C#N)=C(N)Oc2n[nH]c(-c3ccccc3)c21 (stereo unspecified)	15	7
COc1ccc(NC(=O)c2ccco2)cc1NC(=O)c1ccc(C)cc1	-37	29
Cc1cccc(C2c3[nH]c4ccccc4c3CCN2C(=O)c2cn(C)c3ccccc3c2=O)n1 (stereo unspecified)	-24	4
COc1ccc(CC(=O)OCn2nnc3ccccc3c2=O)cc1OC	-27	7
O=C(NCC1COCCO1)C1CCN(S(=O)(=O)c2ccccc2)CC1 (stereo unspecified)	5	5

No new results follow: an excerpt of the list.
SMILES	OX1R antag-1	OX1R antag-2
COc1ccc(CC(=O)OCn2nnc3ccccc3c2=O)cc1OC	-27	7
O=C(NCC1COCCO1)C1CCN(S(=O)(=O)c2ccccc2)CC1 (stereo unspecified)	5	5

The main list resumes; the 5 compounds before the break are reprinted first.
SMILES	OX1R antag-1	OX1R antag-2
CCC(CC)C1C(C#N)=C(N)Oc2n[nH]c(-c3ccccc3)c21 (stereo unspecified)	15	7
COc1ccc(NC(=O)c2ccco2)cc1NC(=O)c1ccc(C)cc1	-37	29
Cc1cccc(C2c3[nH]c4ccccc4c3CCN2C(=O)c2cn(C)c3ccccc3c2=O)n1 (stereo unspecified)	-24	4
COc1ccc(CC(=O)OCn2nnc3ccccc3c2=O)cc1OC	-27	7
O=C(NCC1COCCO1)C1CCN(S(=O)(=O)c2ccccc2)CC1 (stereo unspecified)	5	5
COC(=O)C1=C(C)OC(N)=C(C#N)C1c1c(C)nn(C)c1C (stereo unspecified)	-6	3
CC(C)Oc1ccc(C(CC(=O)O)NC(=O)c2cccs2)cc1 (stereo unspecified)	-13	8
Cc1ccc(C(=O)c2cncc(Br)c2)cc1	-17	15
CCSc1nc2sccc2c(=O)n1-c1ccccc1	-20	13
CCc1ccccc1NC(=O)c1sc2nc(C)cc(C)c2c1N	-20	15
FC(F)C(F)(F)c1cc(-c2ccc(Cl)cc2)n[nH]1	73*	2
O=C(O)c1ccccc1CSc1nc2ccccc2o1	-18	32
O=C(Cn1nc(C(F)F)cc1C(F)F)NNC(=S)Nc1ccc(F)cc1	-4	3

Screening results: PubChem BioAssay, The Scripps Research Institute Molecular Screening Center
